# TDP1 cell CPT: DT40-hTDP1 cell growth loss with CPT; chicken DT40 Tdp1-/-;hTDP1 cells + 20 nM CPT, ATP luminescence, 48 h; Potency, µM (top dose mostly 46.2 µM), for inactives: at the highest dose activity change, negative = growth inhibition, hits mostly inhibitors; 420,000 compounds, 12% hits; note: nearly all actives have a fitted effect of over 55% in size
#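 Cell growth measured by CellTiter-Glo luminescence after a minimum 48 h, 37 C compound exposure with 20 nM CPT in Tdp1-knockout DT40 cells stably expressing hTDP1, seeded 400/well; qHTS titration format.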
# DT40 TDP1 no CPT: qHTS for Inhibitors of human tyrosyl-DNA phosphodiesterase 1 (TDP1): qHTS in cells in absence of CPT; 420,000 compounds, 15% hits; Potency, µM (doses to about 46.2 µM), for inactives: top-dose activity change, negative = growth inhibition, most hits filed as inhibitors; AID 686978, 2013; DT40 Tdp1-/- hTDP1 cells, no CPT, ATP luminescence, 48 h; note: nearly all actives have a fitted effect of over 55% in size
#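 Luminescent ATP content (CellTiter-Glo) served as the growth readout. Knockout chicken DT40 cells expressing human TDP1 were exposed to compounds without camptothecin for a minimum 48 hr at 37 °C.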
# TDP1 inh: inhibitors of human tyrosyl-DNA phosphodiesterase TDP1 | Q9NUW8 | recombinant TDP1, AlphaScreen DNA substrate cleavage | Potency, µM (titrated, usually from 130 µM), for the others: top-dose activity change, negative = inhibition, actives largely listed as inhibitors | 350,000 compounds, 0.28% hits; note: nearly all actives have a fitted effect of over 40% in size
# Target sequence (Q9NUW8 whole entry, looked up): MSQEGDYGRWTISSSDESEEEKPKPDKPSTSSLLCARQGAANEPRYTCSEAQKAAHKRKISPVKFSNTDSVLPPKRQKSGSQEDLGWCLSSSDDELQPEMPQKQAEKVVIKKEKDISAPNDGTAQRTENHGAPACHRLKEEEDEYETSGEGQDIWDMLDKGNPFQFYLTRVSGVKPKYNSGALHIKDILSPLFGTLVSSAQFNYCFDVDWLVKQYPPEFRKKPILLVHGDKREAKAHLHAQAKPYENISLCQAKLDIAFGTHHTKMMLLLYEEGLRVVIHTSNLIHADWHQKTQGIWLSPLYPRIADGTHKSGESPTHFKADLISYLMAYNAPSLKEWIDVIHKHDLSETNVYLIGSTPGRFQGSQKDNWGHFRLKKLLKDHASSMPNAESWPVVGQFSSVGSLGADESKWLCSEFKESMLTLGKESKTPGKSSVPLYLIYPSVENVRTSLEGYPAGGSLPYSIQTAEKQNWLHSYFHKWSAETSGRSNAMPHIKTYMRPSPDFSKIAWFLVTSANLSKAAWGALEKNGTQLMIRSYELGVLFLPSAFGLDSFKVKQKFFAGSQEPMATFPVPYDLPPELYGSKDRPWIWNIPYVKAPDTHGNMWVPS
#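 Signal: AlphaScreen proximity between streptavidin donor and anti-FITC acceptor beads on intact substrate. Reaction: Tdp1 1 nM, substrate 15 nM final, 5 min RT after 15 min compound preincubation.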
# An asterisk follows results filed as active; ? = inconclusive; · = not tested or not shown; & = joins results of further samples; [ ] = another dose, or the depositor's remark. Calls come from the whole dose curve; as a rule, active = well fitted curve in the direction sought with a large enough effect; inconclusive = small, poorly fitted or top-dose-only effect, or another doubt; inactive = no such curve, though single readings can be large; an effect the other way counts as inactive or inconclusive. % is set by controls: 0 for no effect and ±100 for the full control effect; potency is the fitted concentration of half-maximal effect.
no.	mol	DT40 TDP1 no CPT	TDP1 inh	TDP1 cell CPT
1	C/C(=N\NC(=O)CO/N=C(\C)c1cccs1)c1ccc(N)cc1	-3%	1%	-4%
2	Cc1cccc(N(C(=O)c2snc(C(N)=O)c2N)C(C(=O)NC2CCCC2)c2ccco2)c1 (stereo not given)	?	-1%	?
3	NC(=O)c1ccc(Nc2nc(C(N)COCc3ccccc3)cs2)cc1 (stereo not given)	?	·	?
4	COc1cccc(/C=N/NC(=O)c2ccoc2C)c1O	0.73µM*	7%	3.3µM*
5	CC1(CCc2ccccc2)NC(=O)N(CC(=O)N2CCc3ccccc32)C1=O (stereo not given)	?	·	?
6	CCOc1ccccc1NC(=O)n1ncc2c(C)cccc21	-18%	·	-10%
7	COc1ccc(C)cc1NC(=O)C(=O)c1cn(CC(=O)N2CCCC2)c2ccccc12	18µM*	5%	?
8	CCOc1ccc(N2C(=O)CC(C(C)c3ccccc3)C2=O)cc1 (stereo not given)	3%	·	3%
9	Cc1ccc(-n2nc3c(=O)n(CC(=O)NC(C)CCc4ccccc4)nc(C)c3c2C)cc1 (stereo not given)	23µM*	0%	?
10	Cc1[nH]c2ccccc2c1C1=CN2CCS(=O)(=O)N=C2S1	-16%	0%	-15%
11	COc1cc(NC(=O)Nn2cnnc2)cc(OC)c1OC	-14%	2%	-2%
12	COc1cccc(N2CCN(C(=O)c3cn(Cc4ccccc4)nc3-c3cccnc3)CC2)c1	2.1µM*	0%	2.6µM*
13	COc1ccc(NC(=O)N(C)C[C@H]2Oc3ccc(NC(=O)CCN4CCOCC4)cc3C(=O)N([C@H](C)CO)C[C@@H]2C)cc1	0%	1%	8%
14	CCN1CCN(Cc2ccc(OCc3ccccc3)cc2)CC1	-18%	-5%	-12%
15	Nc1ccc(Nc2ccc([N+](=O)[O-])cc2[N+](=O)[O-])cc1	-22%	7%	?
16	Cc1ccc(N(CC(=O)NC2CCCC2)C(=O)CCC(=O)Nc2nccs2)cc1C	-27%	·	-16%
17	O=C(c1cnc(Cl)c(Cl)c1)N1CCC(Cc2ccccc2)CC1	?	-1%	3%
18	CCOC(=O)/C(=N\O)C1=NC(C)(C)Cc2ccccc21	15%	4%	6%
19	CN(C)c1ccc(/C=C/c2noc(-c3ccccc3O)n2)cc1	-14%	2%	-1%
20	CCOCC(O)CSCc1ccc(Cl)cc1 (stereo not given)	-1%	2%	-21%
21	Cc1nn(Cc2ccc(Cl)cc2)c(C)c1NC(=O)c1cc(-c2ccc3c(c2)OCO3)on1	15µM*	1%	23µM*
22	CCC(C)N1C(=O)/C(=C/c2c(NCCCOC(C)C)nc3c(C)cccn3c2=O)SC1=S (stereo not given)	9.2µM*	-2%	?
23	COc1ccc(NC(=O)C(C/C=C(/C)Cl)C(C)=O)cc1 (stereo not given)	?	1%[56.1 µM]	?
24	CCOc1ccc(NC(=O)CC2C(=O)NCCN2C(=O)Nc2ccccc2)cc1 (stereo not given)	-3%	6%	-1%
25	COc1ccc(CNC(=O)C2CC(C)=CCC2C(=O)O)cc1 (stereo not given)	-16%	·	?
26	CCC(=O)N1CCCc2cc(S(=O)(=O)N3CCC(C(=O)NCc4ccc(F)cc4)CC3)ccc21	-29%	7%	?
27	Oc1cccc(C=NN=C2c3ccccc3-c3ccccc32)c1	-30%	·	-2%
28	O=C1CC(=O)N(Cc2ccco2)C(=S)N1	-3%	2.5µM*	-4%
29	CCCCS(=O)(=O)N1CCN(S(=O)(=O)c2cccs2)CC1	2%	3%	5%
30	O=C(CCCc1nc2ccccc2s1)N1CCN(c2ccccc2)CC1	?	3%	-28%
31	CCCCOc1ccc(C(C)NC(=O)CCS(=O)(=O)Cc2ccc(Cl)cc2)cc1 (stereo not given)	?	-3%	-14%
32	C/C(=N\N1CCN(c2ccc(Cl)cc2)CC1)c1cccc([N+](=O)[O-])c1	?	8%	-9%
33	CN(C)c1ccc(C(=S)N2CCN(c3ccc([N+](=O)[O-])cc3)CC2)cc1	21µM*	-3%	15µM*
34	CC(NC(=O)c1cccnc1)C(=O)O (stereo not given)	-2%	-4%	-9%
35	COc1cc(Cl)c(C)cc1NC(=O)CSc1nc2ccccc2o1	-18%	-3%	-19%
36	CC(O)CC(C(=O)NNc1ccccc1)C(=O)NNc1ccccc1 (stereo not given)	-29%	8%	17%
37	COc1ccccc1NS(=O)(=O)c1cc2c(cc1Cl)NC(=O)CO2	?	8%	?
38	COc1cccc(Cn2c(C)c(CNCc3cccc(C)c3)c(C(=O)O)c2C)c1	?	8%	-26%
39	Cc1ccc(SCCC(=O)NC(C(C)C)C(C)C)cc1	-24%	3%	-20%
40	Cc1c(NC(=O)c2cnn3c2NC(c2ccc(Br)cc2)CC3C(F)(F)F)c(=O)n(-c2ccccc2)n1C (stereo not given)	?	5%	?
41	COc1ccc(Nc2nc(-c3cc4cccc(OC)c4oc3=O)cs2)cc1	21µM*	1%	?
42	Cc1ccc(CNC(=O)CC2Oc3ccccc3NC2=O)cc1 (stereo not given)	-17%	-1%	-1%
43	O=C(c1ccccc1)N1N=C(c2ccc(F)cc2)CC1c1ccc(F)cc1 (stereo not given)	-1%	·	23%
44	O=C(NCC(=O)N1CCCCC1)c1ccc(Cl)cc1Cl	4%	-2%	-15%
45	COc1ccc(Cc2nc3ccc(C(=O)NCc4ccccc4C)cc3o2)cc1	8.2µM*	-2%	21µM*
46	COC(c1ccccc1)c1nnc(CCC(=O)N(C)CCOc2ccccc2)o1 (stereo not given)	?	0%	15%
47	CCc1ccccc1NS(=O)(=O)c1ccc2c(c1)CCN2C(=O)C1CC1	?	2%	?
48	Cc1n(C)c2cc(Cl)ccc2[n+]1Cc1ccccc1	23µM*	6%	?
49	O=C(Oc1ccc(-c2nnco2)cc1)c1ccc(Br)o1	18%	3%	0%
50	COc1cccc(C2CCCN2Cc2nc(-c3cnccn3)no2)c1 (stereo not given)	-17%	6%	1%
51	O=C(c1cccc(Br)c1)N1CCN(c2cnn(-c3ccccc3)c(=O)c2Cl)CC1	16µM*	-1%	?
52	COc1ccc(C2/C(=C(/O)c3ccccc3)C(=O)C(=O)N2CCN2CCOCC2)c(OC)c1 (stereo not given)	-21%	1%	4%
53	Cc1ccc(NC(=O)CCc2c(C)nn(-c3ccc(N4CCOCC4)nn3)c2C)cc1F	?	4%&6%	?
54	Cc1ccc(NC(=O)N2CCC(N3CCN(Cc4ccccc4)C(=O)C3=O)CC2)cc1Cl	15µM*	8%	?
55	Fc1cccc(Cl)c1Cn1nnc(-c2ccc3c(c2)OCO3)n1	-17%	-4%	-3%
56	CCN1CCCC1CNC(=O)c1cc2c(-c3ccc(Cl)cc3)nn(C)c2s1 (stereo not given)	18µM*	4%	18µM*
57	CC(C)OC(=O)NC(Nc1ccccc1C(=O)O)(C(F)(F)F)C(F)(F)F	1%	1%	1%
58	NC(=O)c1oc2ccccc2c1NC(=O)c1nc2ccccc2s1	-18%	79µM*	-12%
59	O=C(N/N=C/c1cccnc1)C1CCCN(S(=O)(=O)c2ccccc2)C1 (stereo not given)	-4%	4%	-10%
60	Cc1ccsc1C(=O)OCC(=O)c1cc2ccccc2o1	-10%	-2%	-15%

# Next section:
no.	mol	DT40 TDP1 no CPT	TDP1 inh	TDP1 cell CPT
61	CCN(CC)S(=O)(=O)c1ccc(C)c(NC(=O)CNCc2ccccc2OC)c1	?	·	?
62	O=C(NC1CCN(C(=O)NCc2ccccc2)CC1)c1ccccc1	-16%	2%[0.0935 µM]	-1%
63	Cn1cncc1C#Cc1c(C=O)[nH]c2ccccc12	10µM*	-3%	5.8µM*
64	COc1ccc(NC(=O)CN(c2ccc(OC)cc2)S(=O)(=O)c2c(C)nn(C)c2C)cc1	12%	0%	-9%
65	CC(C)Cc1nnc(NC(=O)CCC(=O)N2CC(C)CC(C)C2)s1 (stereo not given)	-29%	1%	-19%
66	Cc1ccc(OCCn2c(CCCO)nc3ccccc32)cc1	?	-7%	?
67	CCN(CC)CCCN1C=C2C(=O)C(C)(OC(=O)C3CCCC3)C(=O)C=C2C=C1c1ccsc1 (stereo not given)	3%	9%[12.3 µM]	3%
68	Cc1cc(NS(=O)(=O)c2ccc(NC(=O)CSc3nc4sc(C)c(C)c4c(=O)[nH]3)cc2)no1	10%	5%	-3%
69	Cn1c(Cc2ccccc2)nnc1SCC(=O)Nc1ccc(N2CCOCC2)cc1	-13%	-4%	-1%
70	Cc1cc(C(=O)N/N=C/c2ccc([N+](=O)[O-])s2)n[nH]1	5.2µM*	-3%	5.8µM*
71	NNC(=O)c1ccc(Cn2cc(Cl)cn2)cc1	?	3%	2%
72	c1ccc(Cc2nc3ccccc3n2Cc2ccccc2)cc1	?	6%	-21%

# Records 66–72 of the list above:
no.	mol	DT40 TDP1 no CPT	TDP1 inh	TDP1 cell CPT
66	Cc1ccc(OCCn2c(CCCO)nc3ccccc32)cc1	?	-7%	?
67	CCN(CC)CCCN1C=C2C(=O)C(C)(OC(=O)C3CCCC3)C(=O)C=C2C=C1c1ccsc1 (stereo not given)	3%	9%[12.3 µM]	3%
68	Cc1cc(NS(=O)(=O)c2ccc(NC(=O)CSc3nc4sc(C)c(C)c4c(=O)[nH]3)cc2)no1	10%	5%	-3%
69	Cn1c(Cc2ccccc2)nnc1SCC(=O)Nc1ccc(N2CCOCC2)cc1	-13%	-4%	-1%
70	Cc1cc(C(=O)N/N=C/c2ccc([N+](=O)[O-])s2)n[nH]1	5.2µM*	-3%	5.8µM*
71	NNC(=O)c1ccc(Cn2cc(Cl)cn2)cc1	?	3%	2%
72	c1ccc(Cc2nc3ccccc3n2Cc2ccccc2)cc1	?	6%	-21%

# Going on with the list.
no.	mol	DT40 TDP1 no CPT	TDP1 inh	TDP1 cell CPT
73	CC1(C)CC(=O)C(CC2CCCCC2=O)C(=O)C1 (stereo not given)	-11%	4%	1%
74	COc1ccc(NC(=O)Nc2ccc3c(c2)C(=O)N([C@H](C)CO)C[C@H](C)[C@@H](CN(C)S(C)(=O)=O)O3)cc1	-1%	0%	-5%
75	O=C(CSc1n[nH]c(-c2ccncc2)n1)c1ccccc1	-19%	3%	?
76	CC[C@]12c3[nH]c4ccc(OC)cc4c3CCN1C(=O)C(CC(=O)NCc1ccc(OC)c(OC)c1)C[C@@H]2C(=O)N1CCN(C(=O)C2CC2)CC1 (stereo not given in full)	-15%	0%[56.1 µM]	-22%
77	C=CCC(C#Cc1ccccc1)N(C)C (stereo not given)	9%	6%	-1%
78	O=[N+]([O-])c1ccc(Nc2ccc(N3CCOCC3)cc2)c([N+](=O)[O-])c1	-27%	11%	-18%
79	Cc1ccc(S(=O)(=O)N(C)CC(=O)OCC(=O)N2CCCC2=O)cc1	-13%	8%	-9%
80	COc1ccc(CCNC(=O)C(=O)NCCOc2ccccc2)cc1OC	-27%	5%	-3%
81	Cc1cccc(N(C)S(=O)(=O)c2nnc(NC(=O)C(C)Oc3ccccc3)s2)c1 (stereo not given)	?	-12%	?
82	CN(C)Cc1cn(-c2ccccc2)nc1-c1ccccc1	?	1%	?
83	CCc1ccc2c(c1)/C(=C/C(=O)c1cccs1)C(=O)N2	5.2µM*	9%	3.3µM*
84	CC1NC(=O)c2cc3ccccc3cc2-n2c1nc1cc(F)ccc1c2=O (stereo not given)	?	·	-12%
85	CCOC(=O)N1CCN(C(=O)CN(C)S(=O)(=O)c2ccc3c(c2)c(=O)n(C)c(=O)n3C)CC1	4%	3%	-4%
86	O=C(Nc1ccccc1)O/N=C1\CCCCC1c1ccc([N+](=O)[O-])cc1[N+](=O)[O-] (stereo not given)	?	10%	-24%
87	Cc1ccc(NC(=O)c2ccc([N+](=O)[O-])o2)cc1S(=O)(=O)N1CCOCC1	4.6µM*	6%	5.2µM*
88	COc1cc(-c2nc(CN3CCN(CC(C)C)C(=O)[C@@H]3C)c(C)o2)ccc1F	?	1%	?
89	COc1ccc(NC(=O)CN(C)S(=O)(=O)c2cccc3cccnc23)cc1	-26%	3%	?
90	FC(F)(F)c1ccc2nnc(-c3c(Cl)cccc3Cl)n2c1	-12%	0%	1%
91	COc1ccc(/C=C/C(=O)c2ccccc2)cc1COc1ccc(F)cc1	21µM*	-2%	?
92	Cc1oc(-c2cccc(Cl)c2)nc1CSc1nc2ncccc2[nH]1	21µM*	0%	?
93	CCOC(=O)C1C(=O)C=C(c2ccc(Br)cc2)CC1c1ccco1 (stereo not given)	?	3%	?
94	COc1ccccc1CNC(=O)Cc1c[nH]c2ccccc12	-15%	5%	9%
95	COc1ccccc1CN1CC2(CCN(C(=O)c3ccncc3)CC2)C1	-11%	·	19%
96	CC(=O)Oc1ccc(C(=O)Nc2cc(C)on2)cc1	-3%	5%	-13%

# Single records, from the list above. Screens in order: DT40 TDP1 no CPT, TDP1 inh, TDP1 cell CPT
# COc1ccc(C)cc1NC(=O)C(=O)c1cn(CC(=O)N2CCCC2)c2ccccc12 in the list: 18µM*, 5%, ?
# O=C(c1cccc(Br)c1)N1CCN(c2cnn(-c3ccccc3)c(=O)c2Cl)CC1 in the list: 16µM*, -1%, ?
